Screening results as filed in PubChem BioAssay.
Salmonella PhoP GFP – PhoP regulon inhibitors, Salmonella typhi PhoP promoter GFP reporter, confirmatory (AID 1850) | Salmonella Typhi PhoP-promoter GFP reporter, fluorescence, 4 h; higher % means a stronger effect | inhibition, % at 50 µM, or IC50 in µM where a hit was titrated | hit rate 0.33% among 310,000; in the data active means a potency from the dose series; inconclusive means inhibition mostly from about 25% at the one dose, without a potency; inactive means the rest, 99 in 100 with inhibition below about 19%;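 further: 0% = induced wells with vehicle and 100% = uninduced wells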
VEEV TC-83 Vero – inhibitors of VEEV TC-83 cytopathic effect, confirmation, Vero cells (AID 588727); Vero cells, VEEV TC-83 cytopathic effect inhibition; higher % means a stronger effect; inhibition, % at 20 µM, or IC50 in µM where a hit was titrated; hit rate 0.13% among 350,000; in the data active means a potency from the dose series; inconclusive means inhibition mostly from about 14% at the one dose, without a potency; inactive means the rest, 99 in 100 with inhibition below about 12%; further: strong numbers were not always called active
H1N1 NS1A inhibition – NS1A inhibition, H1N1 influenza, cell based functional assay (AID 504329); hit rate 0.3% among 340,000; inhibition, % at 12.5 µM; hits with a dose series show IC50 in µM; NS1A functional cell-based assay, percent inhibition; higher % means a stronger effect; in the data active means a potency from the dose series; inconclusive means inhibition above about 27% without an active follow-up result; further: strong numbers were not always called active
M. tuberculosis HTS – M. tuberculosis growth inhibition, HTS (AID 449762). M. tuberculosis H37Rv growth inhibition, 7H9 media; higher % means a stronger effect. inhibition, % at 25 µM, or IC50 in µM where a hit was titrated. hit rate 0.59% among 330,000; in the data active means a potency from the dose series; inconclusive means inhibition above about 70% without an active follow-up result;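 further: bacterial growth assessed after seven days of incubation; strong numbers were not always called active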
tuberculosis growth – growth inhibition of non-replicating M. tuberculosis (AID 488890) | Mycobacterium tuberculosis non-replicating, growth inhibition; higher % means a stronger effect | inhibition, % at 25 µM; hits with a dose series show IC50 in µM | hit rate 0.39% among 320,000; in the data active means a potency from the dose series; inconclusive means inhibition mostly from about 82% at the one dose, without a potency; inactive means the rest, 99 in 100 with inhibition below about 76%;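 further: plate controls were DMSO cells for no effect and high antibiotic wells for full effect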
VEEV TC-83 Vero 10K pilot screen – second read-out of VEEV TC-83 Vero, no call of its own (marks repeat the call); inhibition, %; measured here: 10K pilot screen inhibition
An asterisk follows results filed as active; i = inactive; u = inconclusive; x = no result given.

SMILES	Salmonella PhoP GFP	VEEV TC-83 Vero	H1N1 NS1A inhibition	M. tuberculosis HTS	tuberculosis growth	others
CC(Oc1ccccc1Cl)C(=O)N1CCOCC1 (stereo not given)	-19%	0.0%	-7%	-3%	-10%
O=C(N/N=C/c1ccc(Br)s1)c1cccc([N+](=O)[O-])c1	-3%	0.7%	3%	1%	-22%
O=C(Cc1ccccc1)c1ccc(O)cc1	x	i	0%	x	x
CC(=O)N1CCN(c2nc3ccc(Br)cc3s2)CC1	4%	3.6%	12%	5%	17%
COc1ccc(OCCC(=O)Nc2ccccc2)cc1	-4%	0.4%	-7%	-1%	u
C=CCc1cccc(/C=N/NC(=O)CCC(=O)Nc2ccc(C)cc2)c1O	-2%	u	-6%	0%	-8%
O=S(=O)(Nc1cccc(-c2ccc3nncn3n2)c1)c1cc(F)ccc1F	2%	0.9%	-4%	-6%	-18%
COc1cccc(-c2nnc(-c3ccccc3[N+](=O)[O-])o2)c1	1%	4.7%	x	0%	-5%
O=C1C(Cl)=C(Nc2ccc3cn[nH]c3c2)C(=O)c2ccccc21	24%	i	16%	70%	u
CCCCC1=CC2=CC(=O)C(C)(OC(=O)CC)C(=O)C2=CN1c1cccc(C#N)c1 (stereo not given)	4%	0.7%	-10%	3%	-4%
O=C(COc1ccc(Cl)cc1Br)NNC(=O)C(=O)N1CCCCC1	12%	1.8%	-9%	63%	u
Cc1ccnc(NC(c2ccccc2O)c2oc(CO)cc(=O)c2O)c1 (stereo not given)	-5%	0.1%	-6%	6%	18%
CCOC(=O)c1[nH]c(C)c(CN(CCc2ccc(OC)c(OC)c2)C(=O)CCCC(=O)O)c1C	-1%	0.5%	11%	-11%	2%
O=C(NNc1cc(C(F)(F)F)nc2ccccc12)Nc1cccc(Cl)c1	-1%	2.6%	7%	11%	28%
O=C(/C=C/c1cccs1)N1CCN(c2ccc(O)cc2)CC1	-6%	2.4%	5%	8%	37%
O=C(NCCc1ccccc1)C(=O)NCC1OCCN1S(=O)(=O)c1ccc(Br)cc1 (stereo not given)	-1%	5.3%	-3%	7%	4%
CC(N=C1NS(=O)(=O)c2ccccc21)C(=O)NCc1ccc(F)cc1 (stereo not given)	x	12%	-9%	5%	-13%
CC12CCC(=O)N1C(C(=O)Nc1ccccc1N1CCCCC1)CS2 (stereo not given)	x	i	3%	1%	3%
COc1cc(C(=O)Nc2ccc(C(=O)NCC3CCCO3)cc2)cc(OC)c1OC (stereo not given)	-2%	2.0%	1%	2%	-1%
O=C(N/N=C/c1c(O)n(Cc2ccc(F)cc2)c(=O)[nH]c1=O)c1ccccc1	10%	3.7%	-4%	31%	16%
Cn1ccc(C(=O)Nc2sc3c(c2C(N)=O)CCCCC3)n1	-2%	0.4%	-6%	12%	27%
CCc1nnc(NC(=O)C2CCN(C(=O)c3ccccc3C)CC2)s1	x	1.5%	-6%	x	x
O=C(NCc1cccs1)c1nc2ncccn2n1	-10%	0.4%	-17%	-3%	-4%
Nc1ccc(S(=O)(=O)c2ccc(N)c(N)c2)cc1	4%	2.4%	2%	-4%	-4%
O=C1c2ccccc2C(=O)N1CCOCCN1C(=O)c2ccccc2C1=O	-8%	0.6%	11%	1%	-15%

Molecules from the list above that contain a thiophene ring, fused or not:
SMILES	Salmonella PhoP GFP	VEEV TC-83 Vero	H1N1 NS1A inhibition	M. tuberculosis HTS	tuberculosis growth	others
O=C(N/N=C/c1ccc(Br)s1)c1cccc([N+](=O)[O-])c1	-3%	0.7%	3%	1%	-22%
O=C(/C=C/c1cccs1)N1CCN(c2ccc(O)cc2)CC1	-6%	2.4%	5%	8%	37%
Cn1ccc(C(=O)Nc2sc3c(c2C(N)=O)CCCCC3)n1	-2%	0.4%	-6%	12%	27%
O=C(NCc1cccs1)c1nc2ncccn2n1	-10%	0.4%	-17%	-3%	-4%

Following part.
SMILES	Salmonella PhoP GFP	VEEV TC-83 Vero	H1N1 NS1A inhibition	M. tuberculosis HTS	tuberculosis growth	others
CC(C)(C)NC(=O)CN(C(=O)CNS(=O)(=O)c1ccccc1)c1ccc2c(c1)OCCO2	6%	i	-6%	-8%	0%
CN1/C(=C/C2CC(=O)N(c3cccc4ccccc34)C2=O)C(C)(C)c2ccccc21 (stereo not given)	-2%	1.4%	7%	2%	19%	VEEV TC-83 Vero 10K pilot screen=3.5
Cc1cc[n+](-c2[nH]c(=O)sc2/C=N/NC([S-])=Nc2ccccc2)cc1	1%	0.2%	9%	10%	-18%
COC(=O)c1cc2sc(Cl)cc2n1Cc1nc(-c2ccccc2)oc1C	-5%	0.2%	29%	-4%	x
CN(C)C(=O)CCC(=O)N1CCCC(C(=O)c2ccc(C(F)(F)F)cc2)C1 (stereo not given)	-5%	i	-2%	-2%	-4%
CC1CCN(S(=O)(=O)CCNC(=O)c2ccc(F)cc2)CC1	0%	1.7%	-11%	-4%	-7%
Cc1cccc2c1ncc1c(=O)n(-c3ccccc3)[nH]c12	-6%	4.3%	-19%	7%	-12%
C[C@H]1CC[C@]2(O[C@@H](CCO)C[C@H](O)[C@H]2O)O1	-5%	i	9%	-2%	1%	VEEV TC-83 Vero 10K pilot screen=0.4
Cc1cccc(N(CC(=O)NCC2CCCO2)C(=O)CCC(=O)Nc2nccs2)c1 (stereo not given)	8%	1.7%	-2%	-2%	10%
COc1cccc(CC(=O)Nc2ccc3nc(C)sc3c2)c1	-3%	0.7%	17%	1%	17%
O=C(Nc1ccccc1N1CCCCC1)c1ncoc1-c1ccc(F)cc1	-1%	i	2%	10%	-6%
CN1C(=O)CC(N2CCC(c3nc4ccccc4[nH]3)CC2)C1=O (stereo not given)	-8%	i	6%	-6%	u
Cc1cccc(C)c1NC(=O)c1c(C)nn(-c2ccccc2)c1Cl	16%	1.5%	-9%	-1%	18%
CNc1cc(CSc2ccc(Cl)cc2)nc(C)n1	-7%	1.0%	-4%	0%	1%	VEEV TC-83 Vero 10K pilot screen=0.4
COc1cc(C(=O)Nc2cc(C(F)(F)F)ccc2N2CCOCC2)ccc1OCC(=O)N1CCOCC1	4%	8.1%	-6%	8%	11%
CC(C)c1ccccc1NC(=O)COC(=O)Cc1c[nH]c2ccccc12	1%	0.1%	-4%	0%	4%
Cn1c(SCC(=O)N2CC(=O)Nc3ccccc32)nnc1C(F)(F)F	x	2.8%	-5%	x	x
CC(=O)Nc1ccc(S(=O)(=O)N2CCC(C(=O)N[C@@H](C)C(=O)NC3CCCC3)CC2)cc1	2%	1.6%	1%	5%	-10%
COc1ccc(/C=C/c2ccncc2)cc1OC	7%	3.8%	-25%	-2%	-10%
Fc1ccc(CSc2nnc(Cc3sc(-c4ccccc4)nc3-c3ccccc3)o2)cc1	-5%	2.0%	-7%	-6%	-5%
C/C(=N/NC(=O)c1ccco1)c1cccc(NC(=O)c2ccc(C)s2)c1	16%	8.6%	-5%	6%	60%
O=C(NCc1cccnc1)C1CCN(S(=O)(=O)c2cccs2)CC1	8%	1.4%	5%	-2%	0%
CCCC12CN3CC(C)(CN(C1)C3c1ccc(OC)cc1)C2=O (stereo not given)	9%	i	-2%	-1%	-8%
CCN(CC)c1ccc(N=Cc2ccccc2[N+](=O)[O-])cc1	-6%	i	u	-12%	67%
Cc1ccc(S(=O)(=O)NCCCCCC(=O)Nc2nccs2)cc1	9%	7.7%	-5%	33%	14%
Continued:
SMILES	Salmonella PhoP GFP	VEEV TC-83 Vero	H1N1 NS1A inhibition	M. tuberculosis HTS	tuberculosis growth	others
O=C(O)c1ccc(Cn2cc(/C=C\[N+](=O)[O-])c3ccccc32)o1	14%	1.2%	1%	-4%	5%
NNC(=O)c1cccnc1Oc1ccccc1	-3%	1.0%	0%	-13%	-12%
CC(C)Oc1ccc(S(=O)(=O)N2CCOCC2)cc1NC(=O)C1CCCC1	x	i	-14%	0%	11%
Oc1ccc(Br)cc1-c1nc2cnccn2c1NC1CCCCC1	-11%	1.0%	-5%	15%	24%
COCCOC(=O)c1[nH]c2c(c1C)C(=O)CC(c1ccc(OC)cc1)C2 (stereo not given)	-8%	0.4%	-11%	3%	19%
Cc1c(C(=O)NCc2ccccc2)cnn1-c1ccccc1	-9%	2.6%	-1%	0%	-4%
COc1cccc(-c2nc3n(n2)C(c2ccc4c(c2)OCO4)C(C(N)=O)=C(C)N3)c1 (stereo not given)	2%	4.4%	3%	-2%	-10%
COC1=C(Nc2ccccc2OC)C(=O)c2ccccc2C1=O	6%	0.3%	x	13%	-1%
Cc1ccccc1-n1c(SCc2c(C)noc2C)nnc1-c1c[nH]c2ccccc12	1%	9.0%	-3%	-4%	9%
COc1cccc(C(=O)Nc2ccc(S(=O)(=O)Nc3onc(C)c3C)cc2)c1	-1%	0.4%	4%	-5%	10%	VEEV TC-83 Vero 10K pilot screen=0.0
COc1cccc(NC(=O)NNC(=O)COc2ccc3ccccc3c2)c1	3%	3.8%	-6%	3%	-3%
Cc1cccc(C)c1N1CCN(C(=O)Nc2ccc3c(c2)OCCO3)CC1	3%	i	1%	2%	7%
Cc1ncc(CO)c2c1Oc1nc(-c3ccccc3)nc(SCC(=O)Nc3cccc(O)c3)c1C2	6%	1.6%	12%	2%	-5%
Cc1cccc(NCCC(=O)c2ccc(Br)cc2)c1	-9%	0.7%	6%	u	u
CC1(C)CC(=O)C2=C(C1)Nc1ccccc1NC2c1ccc2c(c1)OCO2 (stereo not given)	-3%	1.5%	7%	0%	0%
CCc1c(C(=O)N/N=C/c2cn[nH]c2-c2ccc(F)cc2)csc1C	-5%	5.3%	-10%	4%	-15%
CC(OC(=O)C1CSC2(c3ccc(F)cc3)CCC(=O)N12)C(=O)NC(N)=O (stereo not given)	-7%	i	1%	-1%	-6%
O=C(CSc1nnc(CNC(=O)c2cccs2)o1)Nc1ccccc1C(F)(F)F	1%	2.2%	-3%	4%	4%
CN(C)S(=O)(=O)N1CCC(Oc2ccc(C(=O)NC3CCCCC3)cc2)CC1	-13%	2.5%	1%	-3%	6%
Cc1nc2ncnn2c(C)c1Cc1ccc(Cl)cc1F	x	1.3%	22%	-7%	x
CC1=C(C(=O)Nc2ccccc2F)C(c2ccsc2)C2=C(CC(c3ccccc3)CC2=O)N1 (stereo not given)	0%	5.8%	-5%	2%	46%
Cc1ccc(C(=O)Cn2c(=N)n(N)c3ccccc32)cc1	1%	0.2%	0%	3%	12%
COc1cccc(CN2CCN(C(=O)c3cc(-c4cccnc4)nc4ccc(C)cc34)CC2)c1	-3%	7.9%	1%	u	30%
O=C(Nc1ccc(Cc2ccncc2)cc1)C1CC1	-8%	1.2%	24%	55%	35%
CC(/C=C/c1ccccc1)=N/NC(=O)c1nc2nc(C)cc(C)n2n1	-14%	2.7%	2%	4%	27%

The closing 2 compounds of the section before lead into the next:
SMILES	Salmonella PhoP GFP	VEEV TC-83 Vero	H1N1 NS1A inhibition	M. tuberculosis HTS	tuberculosis growth	others
O=C(Nc1ccc(Cc2ccncc2)cc1)C1CC1	-8%	1.2%	24%	55%	35%
CC(/C=C/c1ccccc1)=N/NC(=O)c1nc2nc(C)cc(C)n2n1	-14%	2.7%	2%	4%	27%
CCOc1ccc(Nc2ccc(S(=O)(=O)N3CCN(C)CC3)cc2[N+](=O)[O-])cc1OCC	x	1.2%	6%	-5%	-3%
CC(=O)c1ccc(S(=O)(=O)N(CC(=O)NC2CC2)Cc2ccc(F)cc2)cc1	x	7.6%	14%	x	x
CCN1C(=O)N[C@@H](c2ccc(Br)cc2)C(C(=O)OC)=C1C	-7%	i	6%	0%	3%
N#CCSc1nnc(SCC#N)s1	-2%	i	-6%	-9%	-9%
CCSc1nnc(NC(=O)CCc2ccc(OC)cc2)s1	-9%	1.0%	-1%	4%	69%
O=C(NC(=S)Nc1ccccc1N1CCCC1)c1ccccc1Br	1%	2.6%	6%	u	u
CCN(CC)C(=O)C(=O)c1cccn1-c1cccc(-n2cccc2C(=O)C(=O)N(CC)CC)c1C#N	10%	0.9%	2%	-5%	-16%
Cc1ccn2cc(CCNC(=O)C3CCCCC3)nc2c1	7%	0.1%	9%	0%	-17%
COc1ccc(C(=O)NNC(=O)CSc2nnc(C)n2C)cc1	-5%	1.1%	2%	9%	9%
COc1ccc(CCn2c(O)c(C=NC3CC3)c(=O)[nH]c2=O)cc1OC	-7%	7.9%	-17%	-2%	-2%
Cc1ccc(C)c(C(=O)Nc2cc(C)nn2-c2nc(C)cc(C)n2)c1	-9%	6.5%	3%	60%	73%
Cn1c(SCC(=O)Nc2ccc(F)cc2)nc2c(c1=O)SCC2	-9%	2.5%	-8%	4%	4%
CC1CN(S(=O)(=O)c2cccc(C(=O)N(CCc3ccccc3)Cc3ccccc3)c2)CC(C)O1 (stereo not given)	8%	6.8%	-11%	-4%	17%
CCn1c(=O)cc(OCC(=O)NCCCN2CCCC2=O)c2ccccc21	-14%	i	-8%	1%	-8%
